CRFR2-BP ag – agonists of CRF-BP/CRF-R2 complex, primary screen, cell-based, HEK293, calcium dye fluorescence, uHTS. CRF-binding protein / CRF receptor 2 complex (human). calcium dye fluorescence (FLIPR); percent of saturating CRF peptide response. activation, % at 13.2 µM. 350,000 compounds, 0.46% hits. AID 588473, 2011;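 active means activation of at least 50%, plus an integration ratio under a set limit after plate pattern correction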;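 further: plate controls were neutral control wells without compound for no effect and CRF at EC100 for full effect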
MEKK3 PB1 HTS – modulators of MEKK3-MEK5 PB1 binding, primary screen, biochemical, wildtype MEKK3, multiplex bead flow cytometry, Alexa488-MEK5; binding response (% of control), % at 10 µM; Mitogen-activated protein kinase kinase kinase 3 (Homo sapiens), Q99759; bead-based flow cytometry, Alexa488-MEK5 binding to MEKK3; actives lie on both sides; 0 = blocked by unlabeled MEK5, 100 = vehicle; 290,000 compounds, 1.4% hits;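 active means binding response more than 3 SD above or below the average of its plate-row segment, actives on both sides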;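 further: Alexa488 bead fluorescence after subtracting the streptavidin-only scavenger bead signal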
M4 PAM – human M4 muscarinic receptor positive allosteric modulators, primary screen, CHO-K1 cells, Fluo-8 calcium fluorescence. 360,000 compounds, 0.4% hits. Muscarinic acetylcholine receptor M4 (Homo sapiens), P08173. CHO-K1 hM4/Gqi5, ACh EC20; 0% = ACh EC20, 100% = maximal ACh. activation, % at 3 µM;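 active means activation above its plate's cutoff, the mean activation of sample wells plus 3 SD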; further: some results filed as inactive read as strong as hits
CRFR2-BP antag – antagonists of CRF-BP/CRF-R2 complex, primary screen, cell-based, HEK293, calcium dye fluorescence, uHTS | CRF-induced calcium fluorescence | inhibition, % at 11.8 µM | 350,000 compounds, 0.59% hits;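 active means inhibition of the ligand-induced calcium signal above about 50% at the single tested concentration, limit read from the data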
IDE act – human IDE activators in live cells, primary screen, fluorescence polarization, HEK cells, FAbeta-B substrate. Insulin-degrading enzyme (Homo sapiens), P14735. FAbeta-B cleavage; 0% vehicle, 100% cell-free pure enzyme wells. activation, % at 5.96 µM. 340,000 compounds, 0.073% hits. AID 493087, 2011;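 active means activation above the mean of all tested compounds plus 3 SD, set per screening campaign, cut at about 17% in these data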
GalR3 antag – GalR3 antagonists in HEK293 cells, primary screen, cell-based, fluorescence readout; inhibition, % at 3 µM; AID 651719, 2012; HEK293 GalR3-CNG cAMP membrane potential fluorescence; galR3 body fused to GalR1 C-terminus; Galanin receptor type 3 (Homo sapiens), O60755; 360,000 compounds, 0.44% hits;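 active means inhibition above the screen-wide average plus 3 SD, cut at about 13% in these data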;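 further: forskolin and galanin both at EC90 stimulate the cells; cAMP rise reported by CNG channel membrane potential dye signal; 0% = forskolin plus galanin with DMSO and 100% = forskolin alone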
p-CIP stab down – p/CIP-EGFP fusion destabilizers, primary screen, fluorescence, F442A cells; decrease of EGFP signal, % at 10 µM; 16 h; 290,000 compounds, 0.01% hits; Q05BA5; AID 1984, 2009;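 active means EGFP signal decrease of at least 30% at 10 µM or well 3 SD below plate mean, unless failing retest; inactive means the rest, including hits failing retest or dose response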; further: some compounds called inactive have numbers as strong as hits; many of its hits are not listed in these tables
Target sequence (Q05BA5 1-1403): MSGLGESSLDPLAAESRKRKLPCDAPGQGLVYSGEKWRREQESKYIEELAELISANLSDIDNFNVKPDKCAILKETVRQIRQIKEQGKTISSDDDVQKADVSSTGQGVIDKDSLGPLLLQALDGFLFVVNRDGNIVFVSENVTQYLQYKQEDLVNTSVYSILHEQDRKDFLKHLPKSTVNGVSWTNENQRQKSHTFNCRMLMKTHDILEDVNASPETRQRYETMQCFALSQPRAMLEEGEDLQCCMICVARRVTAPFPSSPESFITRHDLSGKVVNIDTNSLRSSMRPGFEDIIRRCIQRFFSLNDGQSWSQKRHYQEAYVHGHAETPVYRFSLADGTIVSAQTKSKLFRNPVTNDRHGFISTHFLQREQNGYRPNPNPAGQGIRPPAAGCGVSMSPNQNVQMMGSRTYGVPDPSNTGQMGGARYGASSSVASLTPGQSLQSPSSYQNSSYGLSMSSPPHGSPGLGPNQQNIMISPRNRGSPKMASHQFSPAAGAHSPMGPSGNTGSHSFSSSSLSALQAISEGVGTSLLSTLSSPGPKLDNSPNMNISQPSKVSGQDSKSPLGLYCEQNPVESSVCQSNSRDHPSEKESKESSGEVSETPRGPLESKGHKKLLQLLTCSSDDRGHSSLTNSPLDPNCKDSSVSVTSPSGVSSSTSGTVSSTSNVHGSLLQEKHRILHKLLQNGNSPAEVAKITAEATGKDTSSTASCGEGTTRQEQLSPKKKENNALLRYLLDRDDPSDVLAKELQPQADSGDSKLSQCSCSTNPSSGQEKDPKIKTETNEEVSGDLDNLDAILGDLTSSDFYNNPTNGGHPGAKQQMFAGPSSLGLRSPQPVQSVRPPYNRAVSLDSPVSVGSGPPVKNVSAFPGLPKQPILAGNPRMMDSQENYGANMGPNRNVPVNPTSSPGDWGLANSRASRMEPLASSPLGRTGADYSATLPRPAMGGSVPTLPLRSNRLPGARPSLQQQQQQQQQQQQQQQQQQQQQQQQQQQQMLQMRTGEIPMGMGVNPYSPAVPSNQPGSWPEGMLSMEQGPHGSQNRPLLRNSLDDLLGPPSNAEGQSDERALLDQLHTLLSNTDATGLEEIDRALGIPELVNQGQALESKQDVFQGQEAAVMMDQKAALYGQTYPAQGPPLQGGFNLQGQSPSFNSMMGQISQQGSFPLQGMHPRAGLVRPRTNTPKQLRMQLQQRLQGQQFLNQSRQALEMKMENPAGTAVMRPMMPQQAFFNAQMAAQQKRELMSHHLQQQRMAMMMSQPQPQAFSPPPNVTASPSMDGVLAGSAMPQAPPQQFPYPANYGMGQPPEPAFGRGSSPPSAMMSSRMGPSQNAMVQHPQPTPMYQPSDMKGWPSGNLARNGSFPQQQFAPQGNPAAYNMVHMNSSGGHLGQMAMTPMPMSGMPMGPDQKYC
PHOSPHO1 inh – PubChem AID 1565 | Phosphoethanolamine/phosphocholine phosphatase (Homo sapiens), Q8TCT1 | recombinant PHOSPHO1, absorbance phosphatase assay | inhibition, % at 13.3 µM | 290,000 compounds, 1.1% hits; in the data active means inhibition above about 60%
IDE inh – human IDE inhibitors in live cells, primary screen, fluorescence polarization, HEK cells, FAbetaB substrate; Insulin-degrading enzyme (Homo sapiens), P14735; FAbetaB cleavage; inhibition, % at 5.59 µM; 320,000 compounds, 0.41% hits;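 active means percent inhibition above the average of all tested compounds plus 3 SD, set per screening campaign, cut at about 16% in these data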;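 further: IDE supplied by intact live HEK cells; FP after avidin binding of uncleaved biotin substrate so inhibition keeps polarization high; 0% = DMSO wells and 100% = 60 µM reference IDE inhibitor Ii1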
* hit, by the source's call.

How did CSC(=NC#N)N1CCN(c2ccccn2)CC1 do in these assays?
CRFR2-BP ag: 4.5; MEKK3 PB1 HTS: 105; M4 PAM: 0; CRFR2-BP antag: 23; IDE act: 4; GalR3 antag: -6; p-CIP stab down: 8; PHOSPHO1 inh: 24; IDE inh: 6

How did NC(N)=N/N=C/c1ccccc1Cl do in these assays?
CRFR2-BP ag: 1.4; MEKK3 PB1 HTS: 93; M4 PAM: -8; CRFR2-BP antag: -5; IDE act: 4; GalR3 antag: 3; p-CIP stab down: 4; PHOSPHO1 inh: 36; IDE inh: 4

What do the screens show for `COc1ccc2nc(C)cc(Nc3ccc(N4CCOCC4)cc3)c2c1`?
CRFR2-BP ag: -3.0; MEKK3 PB1 HTS: 106; M4 PAM: 2; CRFR2-BP antag: 12; IDE act: 3; GalR3 antag: -5; p-CIP stab down: -6; PHOSPHO1 inh: 29; IDE inh: 8

Results for N#C/C(=C/c1ccc([N+](=O)[O-])cc1)C(N)=O ?
CRFR2-BP ag: 0.2; MEKK3 PB1 HTS: 96; M4 PAM: 7; CRFR2-BP antag: 0; IDE act: 7; GalR3 antag: -2; p-CIP stab down: 5; PHOSPHO1 inh: 24; IDE inh: 3

What do the screens show for `CC1CN(S(=O)(=O)c2cc(C(=O)N3CCCCC3C)ccc2Cl)CC(C)O1` (stereo unspecified)?
CRFR2-BP ag: 2.8; M4 PAM: 11; CRFR2-BP antag: -1; IDE act: 1; GalR3 antag: -5; IDE inh: 1

Results for CCN(Cc1ccccc1)C(=O)Cn1c(=O)oc2ccccc21 ?
CRFR2-BP ag: -0.9; MEKK3 PB1 HTS: 104; M4 PAM: 9; CRFR2-BP antag: 6; IDE act: 9; GalR3 antag: -1; p-CIP stab down: -40; PHOSPHO1 inh: -10; IDE inh: -2

What do the screens show for `O=C(NC1CCN(C(=O)Nc2ccc(F)cc2)CC1)c1ccccc1F`?
CRFR2-BP ag: 0.7; MEKK3 PB1 HTS: 101; M4 PAM: -2; CRFR2-BP antag: 1; IDE act: 6; GalR3 antag: -7; p-CIP stab down: -3; PHOSPHO1 inh: 14; IDE inh: 1

What do the screens show for `C=CCNC(=O)CC(=O)N/N=C/c1ccccc1F`?
CRFR2-BP ag: 0.1; MEKK3 PB1 HTS: 119; M4 PAM: 3; CRFR2-BP antag: 5; IDE act: 3; GalR3 antag: -7; p-CIP stab down: -16; PHOSPHO1 inh: 4; IDE inh: 4

Results for COc1cc(C(O)P(=O)(OC(C)C)OC(C)C)cc(OC)c1OC (stereo unspecified) ?
CRFR2-BP ag: 4.3; MEKK3 PB1 HTS: 104; M4 PAM: 20; CRFR2-BP antag: -16; IDE act: 1; GalR3 antag: -1; p-CIP stab down: -7; PHOSPHO1 inh: -9; IDE inh: 0

Results for C=CCNC(=O)C1CC(=O)N(c2ccc(OCC(=O)Nc3c(C)cccc3C)cc2)C1 (stereo unspecified) ?
CRFR2-BP ag: -0.3; MEKK3 PB1 HTS: 98; M4 PAM: 0; CRFR2-BP antag: 14; IDE act: 1; GalR3 antag: -7; p-CIP stab down: -8; PHOSPHO1 inh: -3; IDE inh: 0

Results for CCOC(=O)N1CCN(c2nc3ccccc3n3cnnc23)CC1 ?
CRFR2-BP ag: -1.0; MEKK3 PB1 HTS: 93; M4 PAM: 3; CRFR2-BP antag: -6; IDE act: 4; GalR3 antag: 0; p-CIP stab down: -1; PHOSPHO1 inh: 32; IDE inh: 1

How did CCN1CCCC1CNC(=O)Cn1cc(C)c(=O)[nH]c1=O (stereo unspecified) do in these assays?
CRFR2-BP ag: -0.3; M4 PAM: -5; CRFR2-BP antag: 13; IDE act: 3; GalR3 antag: 0

How did CCn1c2ccccc2c2cc(NC(=O)CSc3nnc(-c4cccc(Cl)c4)o3)ccc21 do in these assays?
CRFR2-BP ag: -2.8; M4 PAM: 10; CRFR2-BP antag: -9; IDE act: 0; GalR3 antag: 1; p-CIP stab down: -3; PHOSPHO1 inh: 24; IDE inh: 1

What do the screens show for `CCc1nc2ccc(C(=O)NC3CCC(C)CC3)cc2nc1CC` (stereo unspecified)?
CRFR2-BP ag: -1.0; MEKK3 PB1 HTS: 105; M4 PAM: 3; CRFR2-BP antag: 5; IDE act: 7; GalR3 antag: -8; p-CIP stab down: -8; PHOSPHO1 inh: 6; IDE inh: 2

How did ONC(=Nc1cccc(C(F)(F)F)c1)c1cccnc1 do in these assays?
CRFR2-BP ag: 1.5; MEKK3 PB1 HTS: 105; M4 PAM: 12; CRFR2-BP antag: 3; IDE act: 8; GalR3 antag: -4; p-CIP stab down: 5; PHOSPHO1 inh: 34; IDE inh: -2

What do the screens show for `Cc1nnc(NC(=O)COc2ccccc2)s1`?
CRFR2-BP ag: -1.9; MEKK3 PB1 HTS: 93; M4 PAM: 5; CRFR2-BP antag: -20; IDE act: -3; GalR3 antag: -2; p-CIP stab down: -4; PHOSPHO1 inh: 12; IDE inh: -4

How did COc1cccc(Oc2cnc(N)nc2-c2ccc(OC)cc2O)c1 do in these assays?
CRFR2-BP ag: -4.3; MEKK3 PB1 HTS: 98; M4 PAM: 11; CRFR2-BP antag: -73; IDE act: -8; GalR3 antag: -5; p-CIP stab down: 1; PHOSPHO1 inh: -3; IDE inh: 6

What do the screens show for `CCOC(=O)[C@@H]1[C@H]2COc3ccccc3[C@H]2N2C(=O)N(c3ccc(OC)cc3)C(=O)[C@]12C`?
CRFR2-BP ag: -1.8; MEKK3 PB1 HTS: 103; M4 PAM: 8; CRFR2-BP antag: -3; IDE act: 7; GalR3 antag: -5; p-CIP stab down: 6; PHOSPHO1 inh: -36; IDE inh: 0

How did O=C(N/N=C/c1c[nH]c2ccc(Br)cc12)c1ccncc1 do in these assays?
CRFR2-BP ag: -0.6; MEKK3 PB1 HTS: 104; M4 PAM: 9; CRFR2-BP antag: 4; IDE act: 0; GalR3 antag: -2; p-CIP stab down: -2; PHOSPHO1 inh: 8; IDE inh: 0

What do the screens show for `O=C(COc1ccccc1)NNC(=O)COc1ccc([N+](=O)[O-])cc1`?
CRFR2-BP ag: -2.9; MEKK3 PB1 HTS: 95; M4 PAM: 2; CRFR2-BP antag: -5; IDE act: 5; GalR3 antag: 1; p-CIP stab down: -6; PHOSPHO1 inh: -5; IDE inh: -6

2 records picked at random from the list so far:
What do the screens show for `Cc1nnc(NC(=O)COc2ccccc2)s1`?
CRFR2-BP ag: -1.9; MEKK3 PB1 HTS: 93; M4 PAM: 5; CRFR2-BP antag: -20; IDE act: -3; GalR3 antag: -2; p-CIP stab down: -4; PHOSPHO1 inh: 12; IDE inh: -4

How did COc1cccc(Oc2cnc(N)nc2-c2ccc(OC)cc2O)c1 do in these assays?
CRFR2-BP ag: -4.3; MEKK3 PB1 HTS: 98; M4 PAM: 11; CRFR2-BP antag: -73; IDE act: -8; GalR3 antag: -5; p-CIP stab down: 1; PHOSPHO1 inh: -3; IDE inh: 6

The listing continues.
Results for O=C(NCCCNC(=O)c1cc(Cl)ccc1Cl)c1cnccn1 ?
CRFR2-BP ag: -0.7; MEKK3 PB1 HTS: 96; M4 PAM: 1; CRFR2-BP antag: 9; IDE act: 0; GalR3 antag: -7; p-CIP stab down: -11; PHOSPHO1 inh: 19; IDE inh: 2

What do the screens show for `CCOc1ccc(Oc2c(/C=N/NC(=O)COc3ccccc3OC)c(C)nn2-c2ccccc2)cc1`?
CRFR2-BP ag: -0.1; MEKK3 PB1 HTS: 98; M4 PAM: 1; CRFR2-BP antag: 17; IDE act: 9; GalR3 antag: 1; p-CIP stab down: -7; PHOSPHO1 inh: -7; IDE inh: 1

What do the screens show for `COc1ccc(C(=O)COC(=O)CN2C(=O)c3ccccc3C2=O)c(OC)c1`?
CRFR2-BP ag: -0.2; MEKK3 PB1 HTS: 100; M4 PAM: 0; CRFR2-BP antag: 10; IDE act: 2; GalR3 antag: 0; p-CIP stab down: 5; PHOSPHO1 inh: 10; IDE inh: -1

Results for CCCCN(CC)CCNC(=O)c1nn(-c2ccc(OC)cc2)c(=O)c2c1c1ccccc1n2C ?
CRFR2-BP ag: 5.7; MEKK3 PB1 HTS: 107; M4 PAM: 2; CRFR2-BP antag: -34; IDE act: 3; GalR3 antag: 1; p-CIP stab down: -1; PHOSPHO1 inh: -4; IDE inh: 0

What do the screens show for `Cc1cccc(C)c1NC(=O)COC(=O)c1cc[n+]([O-])cc1`?
CRFR2-BP ag: 7.0; M4 PAM: 18; CRFR2-BP antag: 8; IDE act: 4; GalR3 antag: -3; IDE inh: -5

How did Cc1cc(C)cc(N(CC(=O)NCC2CCCO2)C(=O)CN2C(=O)COc3ccccc32)c1 (stereo unspecified) do in these assays?
CRFR2-BP ag: 0.3; MEKK3 PB1 HTS: 107; M4 PAM: 6; CRFR2-BP antag: 16; IDE act: -9; GalR3 antag: -6; p-CIP stab down: 6; PHOSPHO1 inh: 38; IDE inh: 3

What do the screens show for `CCc1ccc(CN2CCC(Oc3cc(C(=O)NC4CC4)ccc3OC)CC2)cc1`?
CRFR2-BP ag: 0.4; M4 PAM: -8; CRFR2-BP antag: 4; GalR3 antag: -4

How did O=C(N/N=C/c1c[nH]c2ccccc12)c1ccn[nH]1 do in these assays?
CRFR2-BP ag: -4.3; MEKK3 PB1 HTS: 95; M4 PAM: -2; CRFR2-BP antag: 17; IDE act: 5; GalR3 antag: -3; p-CIP stab down: 0; PHOSPHO1 inh: -35; IDE inh: -11

What do the screens show for `COc1ccc(CCNC(=O)CSC2=NS(=O)(=O)c3ccccc3N2)cc1OC`?
CRFR2-BP ag: 1.2; M4 PAM: 3; CRFR2-BP antag: 5; IDE act: 0; GalR3 antag: 8; IDE inh: 3

Results for Cc1ccccc1N(C(=O)Cc1c[nH]c2ccccc12)C(C(=O)NC1CCCCC1)c1ccco1 (stereo unspecified) ?
CRFR2-BP ag: -0.8; MEKK3 PB1 HTS: 98; M4 PAM: -4; CRFR2-BP antag: -20; IDE act: 5; GalR3 antag: 0; p-CIP stab down: -7; PHOSPHO1 inh: 0; IDE inh: 1

Results for CCC(NS(=O)(=O)c1ccc(OC)cc1)C(=O)NCCC1=CCCCC1 (stereo unspecified) ?
CRFR2-BP ag: 0.3; MEKK3 PB1 HTS: 101; M4 PAM: 5; CRFR2-BP antag: -9; IDE act: 3; GalR3 antag: -9; p-CIP stab down: -8; PHOSPHO1 inh: 5; IDE inh: 2

How did COc1ccc(N2CCN(C(=O)C3CCCO3)CC2)cc1 (stereo unspecified) do in these assays?
CRFR2-BP ag: 0.1; MEKK3 PB1 HTS: 98; M4 PAM: 10; CRFR2-BP antag: 4; IDE act: 7; GalR3 antag: -4; p-CIP stab down: -10; PHOSPHO1 inh: -24; IDE inh: 4

Results for CCNC(=S)N/N=C/c1cccc(/C=N/NC(=S)NCC)c1 ?
CRFR2-BP ag: 0.4; MEKK3 PB1 HTS: 95; M4 PAM: 0; CRFR2-BP antag: 8; IDE act: 5; GalR3 antag: -3; p-CIP stab down: -15; PHOSPHO1 inh: -22; IDE inh: -8

What do the screens show for `COc1ccc(NC(=O)CCn2cc(C)c3ccccc32)cc1`?
CRFR2-BP ag: -3.5; MEKK3 PB1 HTS: 109; M4 PAM: 3; CRFR2-BP antag: 19; IDE act: -1; p-CIP stab down: 0; IDE inh: 3

Assay outcomes from PubChem BioAssay.
